# From PubChem BioAssay
# 12-LOX inh – Primary qHTS assay for inhibitors of human arachidonate 12S-lipoxygenase (ALOX12): Round 2. 1.1% of 580,000 active. Potency, µM (doses to about 108 µM), for inactives: at the highest dose activity change, negative = inhibition, usual class: inhibitors. AID 1671190, 2021. purified 12hLO, xylenol orange hydroperoxide absorbance. Polyunsaturated fatty acid lipoxygenase ALOX12 (Homo sapiens), P18054; also: potency is read from the fitted curve at half-maximal effect; % is scaled to controls: 0 for no effect and ±100 for the full control effect
# Target sequence (P18054 whole entry, looked up): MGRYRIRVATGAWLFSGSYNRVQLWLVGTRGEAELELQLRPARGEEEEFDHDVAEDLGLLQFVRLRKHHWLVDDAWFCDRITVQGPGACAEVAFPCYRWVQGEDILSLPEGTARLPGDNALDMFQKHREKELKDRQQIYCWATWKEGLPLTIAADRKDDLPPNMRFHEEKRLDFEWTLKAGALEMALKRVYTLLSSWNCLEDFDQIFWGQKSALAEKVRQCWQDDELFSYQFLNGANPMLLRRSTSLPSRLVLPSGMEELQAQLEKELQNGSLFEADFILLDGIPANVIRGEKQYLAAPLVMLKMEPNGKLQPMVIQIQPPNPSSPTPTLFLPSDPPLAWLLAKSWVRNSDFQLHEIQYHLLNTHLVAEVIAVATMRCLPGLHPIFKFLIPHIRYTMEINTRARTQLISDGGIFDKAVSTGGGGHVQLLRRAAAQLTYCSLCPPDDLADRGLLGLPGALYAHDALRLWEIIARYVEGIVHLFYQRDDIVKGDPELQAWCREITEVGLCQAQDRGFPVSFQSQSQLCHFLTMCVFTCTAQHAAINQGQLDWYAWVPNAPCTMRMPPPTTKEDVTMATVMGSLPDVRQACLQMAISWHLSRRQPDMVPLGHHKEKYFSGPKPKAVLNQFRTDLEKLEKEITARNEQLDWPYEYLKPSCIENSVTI
#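 Purified human 12hLO at 150 nM in 25 mM Hepes, 0.01% Triton X-100, pH 7.0, preincubated 15 min at room temperature with compound. Reaction started with 40 uM arachidonic acid, 30 min at room temperature. Hydroperoxide measured by Fe-xylenol orange, 573/405 nm absorbance ratio.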
# Vif-A3F inh – qHTS for Inhibitors of Vif-A3F Interactions: qHTS; HeLa A3F-eYFP + Vif (tagged APOBEC3F with the HIV-1 protein that degrades it), YFP fluorescence increase; Potency, µM (titrated, usually from 46.1 µM), without a hit: at the top dose activity, negative = active; 0.2% of 390,000 active; AID 602313, 2012; also: potency is read from the fitted curve at half-maximal effect; % of control where 0% means no effect; nearly all actives have a fitted effect of over 65% in size
#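 HeLa cells stably expressing Vif plus C-terminally eYFP-tagged A3F were seeded, incubated overnight at 37 deg C, dosed with compound, incubated overnight again at 37 deg C. Yellow fluorescence (Ex 488/Em 500-530) reported blocked Vif-mediated A3F-eYFP degradation.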
# GRP78 ERSR act – qHTS for Inducers of the Endoplasmic Reticulum Stress Response (ERSR) in Human Glioma: qHTS. 0.02% of 420,000 active. AID 602332, 2012. U87-MG GRP78 promoter luciferase reporter, 16 h. Potency, µM, without a hit: top-dose activation, most hits filed as activators; also: potency is read from the fitted curve at half-maximal effect; series mostly up to about 76 µM; % of control where 0% means no effect; nearly all actives have a fitted effect of over 35% in size
#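 Stably transfected U87-MG glioma cells carrying a GRP78-based luciferase sensor; 16 h compound incubation. Luminescence end-point read 10 min after Bright-Glo addition at room temperature.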
# D2 agonist – HTS Assay for Allosteric Agonists of the Human D2 Dopamine Receptor: Primary Screen for Agonists | HEK293 T-REx D2 cells, calcium flux agonist mode | activation, % at 2 µM | 0.53% of 340,000 active | AID 485358, 2010;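 active = activation over 3 SD above normal in the single-dose calcium agonist read, cut at about 30% in these data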; also: 0% is about no effect
#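 HEK293 Trex D2 cells, tetracycline-induced, o/n 30 C 5% CO2; no-wash Ca dye, RT 30–90 min; 10-cycle baseline, 23 nl cpd added, kinetic Ca read 180 s; agonist hits = positive Ca response.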
# Vif-A3G inh – qHTS for Inhibitors of Vif-A3G Interactions: qHTS; Potency, µM (series often up to 46.1 µM), for the others: top-dose activity, negative = active, actives largely listed as inhibitors; HeLa A3G-eYFP + Vif (tagged APOBEC3G with the HIV-1 protein that degrades it), YFP fluorescence, overnight; 0.076% of 410,000 active;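 also: potency is read from the fitted curve at half-maximal effect; % is scaled to controls: 0 for no effect and ±100 for the full control effect; nearly all actives have a fitted effect of over 60% in size; hits raise eYFP signal because A3G escapes Vif-driven loss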
#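 HeLa cells stably expressing Vif and C-terminally eYFP-tagged A3G, seeded overnight at 37 deg C, then exposed to compound by pintool overnight at 37 deg C. Rise in yellow fluorescence (Ex 488/Em 500-530, Acumen) marks blocked Vif-driven A3G degradation.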
# LDHA inh – qHTS assay for inhibitors of human lactate dehydrogenase; L-lactate dehydrogenase A chain (Homo sapiens), P00338; activity change, % (values are at about 110 or 230 µM); purified LDHA, NADH/diaphorase-resazurin fluorescence; hits give low values; AID 1347041, 2019; 0.15% of 480,000 active; in the data active = activity change below about -30%; inconclusive = mostly about -25% to -30%;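 also: plate controls were DMSO wells for no effect and wells without enzyme for full effect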
#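 LDH5 2 nM; NADH 0.06 mM, pyruvate 0.2 mM; 200 mM Tris pH 7.4, EDTA, Tween-20; 5 min RT. Detection: diaphorase 0.133 mg/mL + resazurin 37 µM, fluorescence ex540/em590 at 0 and 20 min; normalized to enzyme-free and DMSO wells.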
# ERG Ets-DNA blk – qHTS for Small Molecule Inhibitors of the ERG Ets/DNA interaction; Potency, µM (doses to about 76.9 µM), without a hit: at the highest dose FP activity, negative = inhibition, usual class: inhibitors; 0.028% of 370,000 active; Transcriptional regulator ERG (Homo sapiens), P11308; fluorescence polarization, His-ERG Ets domain / labelled DNA; AID 624246, 2012; active = well fitted inhibition curve with a large enough effect in the polarisation, with a control signal flat; inconclusive = small, poorly fitted or top-dose-only effect, or effect the other way, or a change in a side signal; inactive = no such curve, though single readings can be large or run the other way; the % refers to the polarisation;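 also: polarization taken with two DNA probes labelled with fluorescein and Texas red; potency is read from the fitted curve at half-maximal effect; % of control where 0% means no effect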
# Target sequence (P11308 whole entry, looked up, the tested form may be a part): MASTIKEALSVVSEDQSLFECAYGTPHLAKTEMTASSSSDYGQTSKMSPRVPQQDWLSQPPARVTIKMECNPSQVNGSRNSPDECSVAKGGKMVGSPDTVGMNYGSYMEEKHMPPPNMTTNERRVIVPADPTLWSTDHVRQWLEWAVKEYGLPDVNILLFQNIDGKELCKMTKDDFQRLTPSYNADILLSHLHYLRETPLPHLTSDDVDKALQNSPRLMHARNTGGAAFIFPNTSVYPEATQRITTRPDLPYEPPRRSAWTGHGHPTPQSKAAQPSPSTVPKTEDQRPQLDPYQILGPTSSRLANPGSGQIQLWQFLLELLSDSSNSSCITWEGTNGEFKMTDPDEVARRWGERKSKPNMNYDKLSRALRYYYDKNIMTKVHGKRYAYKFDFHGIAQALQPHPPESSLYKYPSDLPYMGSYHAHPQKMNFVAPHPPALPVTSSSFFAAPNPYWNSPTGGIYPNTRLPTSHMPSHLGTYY
#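 His-tagged ERG Ets domain (1 uM in the protein solution; 300mM KCl, 50mM Tris-HCl, 1mM EDTA, 1mM DTT, pH 7.5) received compound, then a probe mix of 5 nM fluorescein-DNA and 100nM Texas-615-DNA. Fluorescence polarization was read for both dyes.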
# RGS4 inh – Inhibitors of Regulator of G Protein Signaling (RGS) 4: qHTS. AID 504845, 2011. Transcreener GDP fluorescence polarization, RGS4-accelerated GTP hydrolysis. Potency, µM (titrated, usually from 114 µM), for the others: at the highest dose activity change, negative = inhibition, hits mostly inhibitors. Regulator of G-protein signaling 4 (Homo sapiens), P49798. 0.039% of 390,000 active; also: potency is read from the fitted curve at half-maximal effect; % is scaled to controls: 0 for no effect and ±100 for the full control effect; nearly all actives have a fitted effect of over 75% in size; some results filed as inactive show a strong effect at the top dose
#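 MLSMR compounds (23 nl, pin-transferred) preincubated 10 min at room temperature with a 500nM (2x) first reagent, then RGS4 at 900nM (2x) plus Transcreener GDP mix added; fluorescence polarization (620/688 nm) read before and after 90 min at 30 °C.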
# D2 antagonist – HTS Assay for Allosteric Antagonists of the Human D2 Dopamine Receptor: Primary Screen for Antagonists; D(2) dopamine receptor (Homo sapiens), P14416; HEK293 TREx D2 cells, calcium flux, dopamine EC80; inhibition, % at 10 µM; 2% of 340,000 active; AID 485344, 2010; in the data active = inhibition above about 30%; also: 0% is about no effect
#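 In this primary screen, negative modulation is detected by tracking calcium flux after an EC80 dopamine challenge in inducible HEK293 T-REx D2 cells preexposed to test compound for 180 s.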
# Numbers without * were called inactive; ? = inconclusive; / = no result given; & = joins results of further samples; [ ] = dose if it differs, or a comment. Unless noted, calls follow the shape of the dose curve; as a rule, active = well fitted curve in the direction sought with a large enough effect; inconclusive = small, poorly fitted or top-dose-only effect, or another doubt; inactive = no such curve, though single readings can be large; an effect the other way counts as inactive or inconclusive.
SMILES,12-LOX inh,Vif-A3F inh,GRP78 ERSR act,D2 agonist,Vif-A3G inh,LDHA inh,ERG Ets-DNA blk,RGS4 inh,D2 antagonist
O=C(CSc1nc2c(sc3ccccc32)c(=O)n1CCCN1CCOCC1)NCC1CCCO1 (configuration not stated),3%,9%,-4%,0.2,3%,-1,1%,19%,-2
O=C(N/N=C/c1cccs1)[C@H]1C[C@@H]1c1ccccc1,2%,5%,-3%,0.8,1%,1,3%,-13%,7
O=C(NCc1ccncc1)c1ccccc1Nc1ccc(SC(F)F)cc1,-12%,-5%,1%,-0.1,-2%,1,-4%,-16%,0
CCOc1ccc(C(C(=O)NC(C)(C)C)N(CCOC)C(=O)CCC(=O)Nc2ccccn2)cc1 (configuration not stated),1%,-7%,2%,/,-5%,-3,2%,?,/
CCCN(CC(=O)Nc1ccccc1OC)C(=O)Cn1[nH]c(=O)c2ccccc2c1=O,0%&-9%,1%,-5%,1.0,-7%,2&0,9%,-10%,-9
COc1ccc(C(=O)NC(=O)Nc2ncccc2C)cc1,-6%,3%,5%,-0.1,-4%,-3,5%,28%,-5
Cc1c(C(=O)C(=O)N2CCN(Cc3ccc4c(c3)OCO4)CC2)c2ccccc2n1C,9%,-21%,-4%,0.8,-1%,-3,-2%,-5%,-9
CNc1ncc(C(=O)c2ccc(F)cc2)s1,-5%,1%,6%,0.1,-1%,-10,-7%,22%,13
Cc1ccccc1OCCC(=O)OCC(=O)N1c2ccccc2NC(=O)C1(C)C,-6%,3%,0%,1.1,-6%,-1,-3%,-13%,20
O=C(c1ccc2ccccc2c1)N1CCN(c2ccccc2)CC1,2%,-2%,-4%,0.7,-8%,-9,1%,-6%,-9
CC(C)(C)NC(=O)C(=O)NNC(=O)C12CC3CC(CC(C3)C1)C2,-25%,2%,-5%,-0.1,1%,1,-2%,-2%,3
N=C1/C(=C/c2ccc(OCc3ccccc3)cc2)C(=O)N=C2SC(CC(=O)N3CCOCC3)=NN12,-1%,1%,1%,-0.9,7%,-6,0%,-26%,-3
COc1ccc(CCNC(=O)c2ccc3c(c2)N(Cc2ccccc2)CCS3)cc1OC,-21%&-25%,1%&13%,-3%&-2%,-1.9&-1.1,-5%&0%,-2&-1,2%&1%,-1%&19%,11
CC1CN(S(=O)(=O)c2ccccc2)CN1C(=O)N1CCOCC1 (configuration not stated),-4%,0%,-4%,0.4,-5%,-8,-5%,13%,-7
Cn1cc(/C=N/NC(=O)c2cccc([N+](=O)[O-])c2)c2ccccc21,0%,7%,0%,1.0,0%,-7,/,-3%,-10
O=C(NCCN1CCOCC1)c1cccc(Br)c1,?,12%,-3%,/,2%,-4,-8%,2%,/
Cc1ccc2oc(C(=O)N(C)Cc3cnccn3)c(C)c2c1,65%[activator],2%,-4%,0.5,-5%,-1,11%,-8%,12
Cn1cnc2c1c(=O)n(Cc1ccccc1)c(=O)n2C,-1%,-5%,-4%,/,2%,-10,8%,25%,/
C=CCNC(=O)C1CC(=O)N(c2ccc(Br)cc2)C1 (configuration not stated),0%,-10%,5%,-0.3,-2%,-7,-1%,-27%,-3
Cc1ccc(NC(=O)COC(=O)C2C3CC4OC(=O)C2C4C3)cc1 (configuration not stated),19%,4%,-1%,-0.9,1%,-1,1%,14%,25
CCOC(=O)c1ccccc1NC(=O)COC(=O)c1c(CC)noc1C,0%,3%,-2%,-0.6,-3%,-5,6%,2%,-8
CO/N=C\CC(=O)Nc1ccc(Cl)c(Cl)c1,40µM*,-4%,-3%,0.1,?,-1,-16%,-29%,1
Cc1cc2ccccn2c1C(=O)c1nc(NCc2ccco2)ncc1Cl,-14%,1%,-5%,-0.3,-7%,3,-12%,9%,6
COc1cccc(NC(=O)CN(C)C(=O)CNC(=O)c2ccc(C)s2)c1,15%,0%,0%,/,2%,1,9%,8%,/
CC(C)(C)OC(=O)N1CCC[C@H]1c1nnc(SCc2ccccc2Cl)o1,-19%,3%,0%,0.1,-11%,-7,0%,-2%,-12
COc1ccc(CN(C(=O)Nc2cccc(Cl)c2)c2ccccn2)cc1OC,-2%,5%,3%,-1.9,2%,2,1%,21%,/
Cc1cc(C)n2nc(CCc3ccccc3)nc2n1,-7%,-14%,5%,0.2,3%,-14,-8%,-2%,12
Cc1ccc2c(CC(=O)NCc3ccccc3)coc2c1C,?,-14%,-4%,-1.0,?,2,-4%,8%,/
CN(c1ccc(C(=O)NCc2ccncc2)cc1)S(C)(=O)=O,0%,-4%,-4%,0.4,0%,-9,0%,-11%,9
CCN(CC)C(CNC(=O)CSc1nnnn1-c1ccc(C)c(C)c1)c1ccco1 (configuration not stated),-3%,1%,-5%,-0.3,1%,-3,-3%,14%,4
Cc1ccc(-c2csc(N/N=C/c3ccco3)n2)c(C)c1,-13%,6%,0%,0.5,-5%,1,-8%,-41%,0
CCOc1cc(NC(=S)Nc2cccc(OC)c2)c(OCC)cc1NC(=O)c1ccc(C)cc1,0%,-2%,-3%,/,0%,3,-1%,-19%,/
COc1ccc(N(CC(=O)Nc2ccccc2C(=O)NCCc2ccccc2)S(C)(=O)=O)cc1OC,22%,-5%,6%,0.5,0%,-4,5%,8%,12
O=C(COC(=O)c1ccncc1)NC(=O)C1CCCCC1,-7%,-7%,-3%,-0.1,0%,-1,2%,5%,-8
COc1ccccc1NC(=O)/C=C/C(N)=O,3%,4%,-7%,-0.2,-13%,-2,/,-13%,7
CN1C(=O)C(=O)/C(=C(/O)c2ccc(Br)cc2)C1c1ccc(Cl)cc1 (configuration not stated),?,9%,-1%,-0.8,-8%,1,9%,-30%,-4

# Another view of 2 compounds above:
canonical_smiles: Cc1cc(C)n2nc(CCc3ccccc3)nc2n1
  12-LOX inh = -7% | Vif-A3F inh = -14% | GRP78 ERSR act = 5% | D2 agonist = 0.2 | Vif-A3G inh = 3% | LDHA inh = -14 | ERG Ets-DNA blk = -8% | RGS4 inh = -2% | D2 antagonist = 12
canonical_smiles: Cc1ccc2c(CC(=O)NCc3ccccc3)coc2c1C
  12-LOX inh = ? | Vif-A3F inh = -14% | GRP78 ERSR act = -4% | D2 agonist = -1.0 | Vif-A3G inh = ? | LDHA inh = 2 | ERG Ets-DNA blk = -4% | RGS4 inh = 8% | D2 antagonist = /

# Other compounds.
SMILES,12-LOX inh,Vif-A3F inh,GRP78 ERSR act,D2 agonist,Vif-A3G inh,LDHA inh,ERG Ets-DNA blk,RGS4 inh,D2 antagonist
COc1cc(CNc2ccc3[nH]c(=O)[nH]c3c2)cc(Cl)c1OCc1ccc(F)cc1,-26%,-15%,-6%,3.0,-15%,17,0%,11%,/
O=C1CC(c2cc(F)ccc2F)c2cc3c(cc2N1)CCC3 (configuration not stated),2%,?,-12%,-0.6,?,-5,11%,5%,-12
O=C(Cn1nc(C(F)(F)F)c2c1CCC2)Nc1ccc(Cl)cc1,-10%,-17%,-2%,0.4,-7%,-16,1%,21%,/
CCN(Cc1ccc(NC(C)=O)cc1)CC1CCCN(CCc2cccc(F)c2)C1 (configuration not stated),?,3%,-4%,0.5,1%,-10,-7%,0%,-6
Cc1cc(C)nc(N(C#N)Cc2ccc(Cl)cc2)n1,-10%,-2%,-3%,-0.2,-3%,-2,9%,15%,-4
Cc1cc(C)cc(N2C(=O)N(CC(=O)c3ccc(Br)cc3)c3ccccc3S2(=O)=O)c1,-23%,-2%,-3%,-1.1,0%,2,-18%,-7%,/
CCN(c1ccccc1)S(=O)(=O)c1ccc(C(=O)N(CCCN(C)C)c2nc3cc4c(cc3s2)OCO4)cc1,?,-6%,-6%,0.0,4%,-2,-17%,-23%,-22
O=C(Cc1ccc(Cl)cc1)Nc1ccc2oc(-c3ccccc3F)nc2c1,-24%&-15%,-6%,-2%,1.0,3%,1&-1,-11%,?,/
CCCCN1CC(N2CCN(Cc3cccc(C)c3)CC2)CS1(=O)=O (configuration not stated),-1%,/,-5%,/,-2%,-8,/,/,/
CCc1cccc(C)c1Nc1c(-c2ccc(N(C)C)cc2)nc2cnccn12,-2%,3%,2%,2.6,-16%,7,8%,-38%,/
Cn1c(C(=O)N2CCCC(C(=O)N3CCN(C(=O)c4ccco4)CC3)C2)cc2sccc21 (configuration not stated),5%[57.4 µM],-6%,-3%,-0.2,-3%,-2,-19%,-5%,-12
Nc1c(Cl)ncnc1NCc1cccnc1,-5%,6%,-1%,0.2,-8%,-2,13%,-8%[56.9 µM],7
CCC[C@H](CN[C@@H](CNC)[C@H](C)O)NCCc1ccc(OC)cc1,3%,-2%,1%,-1.7,1%,-5,-6%,17%,-5
Cc1c(C(=O)NC(C)C)oc2c1-c1[nH]ncc1CC2,6%,8%,2%,0.2,1%,17,-8%,-14%,-17
CCc1nc(SCC(=O)Nc2nnc(C(C)C)s2)n[nH]1,64%[activator],?,0%,/,0%,-4,1%,-14%,/

# This is a subset; the hit share may differ from the screen's.
